Source: PubChem (several laboratories)
NS5 inhibitors – Dengue-2 NS5 methyltransferase inhibitors, primary screen, biochemical, confirmation dose response (AID 588689); inhibition, % at 25 µM; hits with a dose series show IC50 in µM; 0.3% of 340,000 active; Dengue-2 NS5 methyltransferase capping enzyme assay, biochemical; higher % means a stronger effect; in the data active = a potency from the dose series
West Nile antiviral – inhibition of WNV-induced cytopathic effect – cell-based, CPE readout (AID 1621). West Nile virus-infected cells, CPE inhibition; higher % means a stronger effect. one-dose CPE inhibition, % at 10 µM; IC50 in µM for titrated hits. 0.02% of 290,000 active; in the data active = a potency from the dose series; also: strong numbers were not always called active
GPR55 antagonists – GPR55 antagonists blocking LPI-driven arrestin recruitment, primary screen, imaging, U2OS, beta-arrestin-GFP, LPI agonist (AID 2013); U2OS GPR55 beta-arrestin-GFP translocation imaging, LPI antagonism; higher % means a stronger effect; inhibition, % at 10 µM, or IC50 in µM where a hit was titrated; 0.13% of 290,000 active;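 active = spots per cell inhibited over 60%, with over 100 cells counted and total cytoplasm intensity under 500,000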;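 also: U2OS cells stably carrying GPR55 and arrestin-GFP stimulated by 5 µM LPI near EC80; imaged beta-arrestin-GFP aggregate spots per cell after agonist stimulation; plate controls were LPI-stimulated DMSO wells for no effect and DMSO wells without LPI for full effect; some results filed as inactive read as strong as hits; confirmed hits need IC50 under 10 µM and bright autofluorescent wells are also inconclusive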
GPR55 activation – selective activators of receptor GPR55 – imaging, U2OS cells, beta-arrestin-GFP redistribution, primary screen (AID 1961); U2OS GPR55 beta-arrestin-GFP redistribution imaging; higher % means a stronger effect; one-dose activation, % at 10 µM; EC50 in µM for titrated hits; 0.048% of 290,000 active;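 active = activation above 40% with more than 50 cells counted in the well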;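 also: U2OS osteosarcoma cells stably expressing GPR55 and beta-arrestin-GFP; plate controls were DMSO negative control for no effect and LPI positive control for full effect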
NOD1 inhibition – NOD1 signaling inhibitors, primary screen, cell-based, luminescence, uHTS (AID 1578); NOD1-driven NF-kB luciferase reporter cells, luminescence; higher % means a stronger effect; one-dose inhibition, % at 4 µM; EC50 in µM for titrated hits; 1% of 290,000 active; in the data active = inhibition mostly above about 36%, no sharp cut-off; inactive = mostly below about 34%;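 also: HEK-293T reporter cells stimulated with the NOD1 agonist gamma-tri-DAP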
KOR beta-arrestin-1 – kappa opioid receptor activators – cell-based, luminescence, uHTS, primary screen (AID 1777). activation, % at 10 µM; hits with a dose series show EC50 in µM. KOR beta-arrestin recruitment, luminescence; higher % means a stronger effect. 0.02% of 280,000 active; in the data active = activation above about 50%, passing the limit was not always enough; also: a part of the inactive calls stands beside numbers as strong as those of hits
GPR35 antagonists – inhibition of zaprinast-stimulated GPR35 beta-arrestin translocation – imaging, U2OS, beta-arrestin-GFP, zaprinast agonist, primary screen (AID 2058) | U2OS GPR35 beta-arrestin-GFP translocation imaging, zaprinast antagonism; higher % means a stronger effect | inhibition, % at 10 µM, or IC50 in µM where a hit was titrated | 0.052% of 290,000 active;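 active = inhibition of at least 50% with at least 30 cells and total cytoplasm GFP at most 10,000,000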
HIV peptide binding – inhibitors of HIV fusion peptide binding, primary screen, biochemical, uHTS, fluorescence dequenching (AID 1986). cell-free peptide binding, fluorescence dequenching, 30 min; higher % means a stronger effect. 0.3% of 290,000 active. inhibition, % at 20 µM; hits with a dose series show IC50 in µM; in the data active = inhibition mostly above about 52%, no sharp cut-off; inactive = mostly below about 76%; also: some results filed as inactive read as strong as hits
KOR beta-arrestin-2 – kappa opioid receptor blockers – cell-based, luminescence, uHTS (AID 1778); KOR beta-arrestin recruitment, luminescence, antagonist mode; higher % means a stronger effect; inhibition, % at 10 µM; hits with a dose series show IC50 in µM; 0.091% of 290,000 active; in the data active = inhibition above about 50%; also: strong numbers were not always called active
* = called active by the depositor; . = no result given; [ ] = dose if it differs, or a comment. An excerpt, so the mix of outcomes need not match the whole.

1) CC(=O)N1CCN(c2ccc([N+](=O)[O-])cc2)CC1
2) COc1ccc(CCNC(=O)c2cnc3scc(C)n3c2=O)cc1OC
3) CN(C)CCCNc1nc2sc3c(c2c(=O)n1CCc1ccccc1)CCCCC3
4) CCn1c(SCC(=O)Nc2nc(C)cs2)nnc1-c1cccnc1
5) CCc1cccc(C)c1NS(=O)(=O)Cc1ccccc1
6) Cc1cccc(-n2ncc3c(N4CCOCC4)ncnc32)c1
7) CN(C)N1C(N)=C(C#N)C(c2ccc(Br)cc2)C2=C1CCCC2=O (stereo unspecified)
8) COCc1cc(C)n(CC(=O)NC(C)c2ccccc2)c(=O)c1C#N (stereo unspecified)

compound no.	1	2	3	4	5	6	7	8
NS5 inhibitors	-10%	-5%	4%	-3%	1%	-1%	-5%	-17%
West Nile antiviral	-0.1%	-0.2%	-1.7%	-0.2%	-0.5%	0.6%	-0.9%	0.6%
GPR55 antagonists	10%	1%	2%	0%	-2%	3%	4%	7%
GPR55 activation	0.0%	-0.5%	-0.1%	-0.3%	-0.1%	-0.2%	0.0%	-0.3%
NOD1 inhibition	-15%	14%	-4%	-12%	-12%	41%	-2%	-10%
KOR beta-arrestin-1	.	0.8%	2.1%	-1.7%	-1.1%	-1.1%	-3.6%	-1.3%
GPR35 antagonists	9%	4%	-4%	-6%	21%	-3%	2%	-10%
HIV peptide binding	1.4%	-4.1%	-2.5%	-0.1%	1.4%	0.9%	-0.6%	-1.5%
KOR beta-arrestin-2	11%[20 µM]	12%	1%	-9%	-34%[20 µM]	20%	29%	-33%

9) CCCCN1C(=O)NC(NS(=O)(=O)c2ccc(N)cc2)(C(F)(F)F)C1=O (stereo unspecified)
10) COc1ccc(OCC(=O)Nc2cccc(NC(=O)c3ccco3)c2)cc1
11) OCCN(Cc1ccccc1)CC1CC2C=CC1C2 (stereo unspecified)
12) Cc1ccc(Nc2nc(-c3sc(NC(=O)c4ccc([N+](=O)[O-])cc4)nc3C)cs2)cc1
13) CCC1CCCCN1Cc1cc(OC)c(O)c([N+](=O)[O-])c1 (stereo unspecified)
14) O=C(CN1CCOCC1)N/N=C/C(Br)=C\c1ccccc1
15) CN1CCN(NC(=O)c2ccc(Cl)c(S(=O)(=O)Nc3ccc(Cl)cc3)c2)CC1
16) O=C(NCc1ccc[n+](CCCCS(=O)(=O)[O-])c1)c1ccc(OC(F)F)cc1

compound no.	9	10	11	12	13	14	15	16
NS5 inhibitors	2%	-3%	-4%	.	.	1%	0%	.
West Nile antiviral	0.1%	-0.2%	-0.1%	-0.9%	-0.5%	-0.6%	0.3%	0.3%
GPR55 antagonists	4%	-8%	4%	2%	6%	0%	-13%	13%
GPR55 activation	-0.1%	-0.1%	-0.2%	0.3%	-0.2%	-0.6%	0.5%	-0.6%
NOD1 inhibition	1%	-29%	-27%	-8%	.	-35%	-8%	-37%
KOR beta-arrestin-1	-2.8%	.	-0.1%	5.2%	6.1%	-0.5%	3.5%	1.2%
GPR35 antagonists	-8%	8%	3%	-12%	-8%	-8%	-8%	8%
HIV peptide binding	-0.3%	0.0%	2.4%	4.1%	-3.3%	-0.5%	0.2%	1.1%
KOR beta-arrestin-2	-11%	-29%[20 µM]	29%	-44%	-1%	14%	4%	-6%

17) COc1ccc2c(c1)[nH]c1c(Cl)ncnc12
18) Cc1ccccc1NC(=O)/C=C/c1cccc(C(F)(F)F)c1
19) COc1ccc(CCC(=O)N2CCN(C(=O)c3ccccc3)CC2)cc1
20) O=C(Cc1c[nH]c2ccccc12)N/N=C/c1ccccc1O
21) O=C(N/N=C/c1cccnc1)c1ccc([N+](=O)[O-])cc1Cl
22) O=C(c1cc(F)cc2c1OCOC2)N1CCN(c2ccc(F)cc2)CC1
23) COc1ccc(N2C(=O)CC(Cc3ccccc3)C2=O)cc1 (stereo unspecified)
24) CN(C)C(=O)Cn1c(SCC(=O)N2CCCc3ccccc32)nc2ccccc21

compound no.	17	18	19	20	21	22	23	24
NS5 inhibitors	-4%	-2%	-5%	-9%	-6%	-6%	-6%	1%
West Nile antiviral	1.8%	-0.1%	-0.5%	-0.2%	0.5%	1.2%	0.0%	-0.4%
GPR55 antagonists	-2%	16%	-9%	7%	11%	-3%	27%	-4%
GPR55 activation	-0.1%	-0.3%	0.4%	-0.2%	-0.2%	0.1%	0.0%	-0.2%
NOD1 inhibition	41%	-13%	-8%	5%	14%	-11%	-19%	-12%
KOR beta-arrestin-1	-1.1%	-1.3%	2.0%	3.4%	1.1%	.	-0.8%	.
GPR35 antagonists	10%	4%	-12%	9%	0%	25%	-7%	6%
HIV peptide binding	-1.8%	0.3%	-0.4%	-1.0%	2.1%	-1.7%	0.7%	2.2%
KOR beta-arrestin-2	-6%	-20%	-8%	-15%	-21%	20%	8%	.

Complete entries as entered above. Order of values: NS5 inhibitors, West Nile antiviral, GPR55 antagonists, GPR55 activation, NOD1 inhibition, KOR beta-arrestin-1, GPR35 antagonists, HIV peptide binding, KOR beta-arrestin-2
`CN(C)C(=O)Cn1c(SCC(=O)N2CCCc3ccccc32)nc2ccccc21` reads 1%, -0.4%, -4%, -0.2%, -12%, ., 6%, 2.2%, .
`O=C(c1cc(F)cc2c1OCOC2)N1CCN(c2ccc(F)cc2)CC1` reads -6%, 1.2%, -3%, 0.1%, -11%, ., 25%, -1.7%, 20%
`COc1ccc(CCC(=O)N2CCN(C(=O)c3ccccc3)CC2)cc1` reads -5%, -0.5%, -9%, 0.4%, -8%, 2.0%, -12%, -0.4%, -8%
`COc1ccc2c(c1)[nH]c1c(Cl)ncnc12` reads -4%, 1.8%, -2%, -0.1%, 41%, -1.1%, 10%, -1.8%, -6%
`Cc1ccccc1NC(=O)/C=C/c1cccc(C(F)(F)F)c1` reads -2%, -0.1%, 16%, -0.3%, -13%, -1.3%, 4%, 0.3%, -20%

Carrying on:
25) COc1ccc(-c2cc(C(=O)N/N=C(\C)c3cccnc3)c3cc(C)ccc3n2)cc1OC
26) NC(=O)[C@H](Cc1cc2ccccc2s1)NC(=O)[C@@H]1CC2(CC(c3cccc(NC(=O)[C@@H]4CCC(=O)N4)c3)=NO2)CN1C(=O)/C=C/Sc1ccccc1 (stereo partly specified)
27) COc1ccc(CCNC(=O)CSc2nnc(CNC(=O)c3ccco3)o2)cc1OC
28) CCOC(=O)C1CCCN(Cc2cccc(Oc3ccccc3)c2)C1 (stereo unspecified)
29) CCC(=O)Oc1oc(-c2ccccc2)nc1C=Nc1ccc(C)cc1
30) O=[N+]([O-])c1cccc(CN2C[C@@]34C=C[C@@H](C[C@@H]3S2(=O)=O)O4)c1
31) CC(C)Cc1cc(C(=O)N2CCC(N3CCC(C(=O)NC4CC4)CC3)CC2)n[nH]1
32) O=C(CNc1cc(S(=O)(=O)N2CCCC2)ccc1OCC(F)(F)F)Nc1cccc(C(F)(F)F)c1

compound no.	25	26	27	28	29	30	31	32
NS5 inhibitors	1%	-6%	-10%	-1%	4%	-4%	3%	5%
West Nile antiviral	-0.2%	0.1%	0.4%	-0.2%	0.2%	-0.4%	0.2%	-0.7%
GPR55 antagonists	2%	10%	-2%	11%	11%	-9%	9%	22%
GPR55 activation	-0.2%	0.1%	-0.1%	0.6%	-0.1%	0.4%	0.0%	-0.2%
NOD1 inhibition	-5%	-16%	-12%	49%	-4%	-18%	-4%	7%
KOR beta-arrestin-1	-2.7%	-2.8%	-8.5%	-2.6%	-2.0%	0.8%	.	0.7%
GPR35 antagonists	-15%	2%	-8%	11%	10%	-3%	16%	18%
HIV peptide binding	-1.4%	11%	0.3%	-2.3%	0.3%	0.8%	3.0%	2.6%
KOR beta-arrestin-2	27%	17%	2%	16%	20%	6%[20 µM]	-16%[20 µM]	-33%

33) CN(C)c1ccc(NC(=O)c2cccc(C(=O)Nc3ccc(N(C)C)cc3)n2)cc1
34) O=C(N/C(=C/c1ccccc1F)C(=O)N1CCCCC1)c1ccccc1
35) COc1cc(NC(=O)CN2CCCCCC2)cc(OC)c1
36) COc1ccc(-c2nc(CS(=O)CC(=O)N3CCc4ccccc4C3)c(C)o2)cc1 (stereo unspecified)
37) O=C(Nc1cccc(Cl)c1)c1cccnn1
38) CSc1ccccc1NC(=O)Nc1ccccc1
39) Cc1ccc(-c2nc3c(c(SCC(=O)N4CCOCC4)n2)Cc2c(CO)cnc(C)c2O3)cc1
40) CN(C)C(=O)NC1CCCCCCCCCCC1

compound no.	33	34	35	36	37	38	39	40
NS5 inhibitors	4%	-1%	-14%	0%	4%	-10%	19%	-1%
West Nile antiviral	-0.6%	-0.3%	0.0%	-0.8%	-0.3%	-0.4%	1.0%	0.3%
GPR55 antagonists	-5%	-4%	-1%	-6%	-2%	10%	-8%	13%
GPR55 activation	0.0%	-0.1%	0.3%	0.2%	-0.1%	-0.1%	-0.3%	0.2%
NOD1 inhibition	-10%	-21%	-16%	0%	-9%	-36%	1%	3%
KOR beta-arrestin-1	6.2%	1.2%	1.2%	-6.9%	-5.8%	2.1%	-4.6%	2.6%
GPR35 antagonists	0%	-13%	-3%	0%	-6%	-16%	2%	4%
HIV peptide binding	0.2%	-0.6%	-1.1%	0.8%	-0.8%	0.2%	9.3%	0.5%
KOR beta-arrestin-2	17%	-36%	-22%	-6%	-14%	-7%	-7%	29%

41) COCCn1c(C)cc(C(=O)COC(=O)c2ccc([N+](=O)[O-])o2)c1C
42) O=C(NCCC1=CCCCC1)C(=O)NCC(c1ccco1)N1CCN(c2ccccc2F)CC1 (stereo unspecified)
43) C=CCn1sc(N)c(C(=O)OCC)c1=S
44) CNc1nc(SCc2ccccc2)nc(N2CCOCC2)n1
45) Cc1cccc(Cn2c(=O)n(CCCC(=O)NCc3ccco3)c(=O)c3ccccc32)c1
46) CC(=N/O)/C(C)=N\NC(=O)c1ccccn1

compound no.	41	42	43	44	45	46
NS5 inhibitors	-5%	1%	3%	-5%	1%	-12%
West Nile antiviral	-0.5%	-0.8%	0.0%	1.5%	-0.9%	0.0%
GPR55 antagonists	-12%	2%	19%	2%	-22%	6%
GPR55 activation	0.4%	0.0%	-0.2%	-0.1%	-0.2%	-0.4%
NOD1 inhibition	-34%	-11%	14%	-19%	13%	-44%
KOR beta-arrestin-1	3.2%	7.1%	-4.6%	-2.2%	2.3%	-5.1%
GPR35 antagonists	9%	-10%	7%	-10%	2%	-10%
HIV peptide binding	0.2%	-3.0%	-1.5%	0.2%	2.6%	-0.8%
KOR beta-arrestin-2	-32%	1%	24%	-1%	-21%	-11%
